# NCI-60 one-dose screen, 48 h, at 10 µM unless noted. Numbers give growth in % (100 = growth as untreated, 0 = no growth, -100 = all killed).
# SF-539 – SF-539 CNS cancer; 81,000 tested, 6.8% active
# SN12C – SN12C renal cancer cells | 81,000 tested, 3.8% active | AID 1794767
# SF-295 – SF-295 CNS cancer cells. AID 1794758. 79,000 tested, 5.6% active
# U251 – U251 CNS tumor cells. 80,000 tested, 5.4% active. AID 1794753
# SF-268 – SF-268 CNS cancer cells. 82,000 tested, 3.1% active. AID 1794759
# PC-3 – PC-3 prostate cancer cells; 80,000 tested, 3.9% active; AID 1794754
# DU-145 – DU-145 prostate cancer | 81,000 tested, 4.2% active | AID 1794760
# UO-31 – UO-31 renal cancer; 81,000 tested, 5.2% active; AID 1794768
# 786-0 – 786-0 renal cancer cells; AID 1794775; 81,000 tested, 5.1% active
# * = called active by the depositor; x = no result given; & = joins results of further samples; [ ] = remark or other dose. Rule for the calls: active = growth percent below 10; inactive = the rest. Compounds were not picked by outcome. Share with any hit: about 9.4%.
SMILES,SF-539,SN12C,SF-295,U251,SF-268,PC-3,DU-145,UO-31,786-0
Nc1[nH]nc2c1-c1nc3ccccc3n1C1(CCCc3ccccc31)N2 (stereo unspecified),103,101,97,108,108,82,107,83,110
C[C@H](O)[C@@H]1N[C@H]2N(C1=O)c1ccccc1[C@@]21CC2C(=O)N[C@@H]1C1=Nc3ccccc3CN12,96,79,92,104,100,76,107,76,95
COc1ccc([N+](=O)[O-])c(C)c1,100,99,104,98,103,96,116,99,104
Fc1ccc(F)c(-c2cnc3nonc3n2)c1,109,96,112,109,108,83,103,82,95
COc1cc2oc(-c3cccc(C(=O)NCc4ccccc4)c3)cc(=O)c2c(O)c1OC,67,74,86,60,60,75,92,65,56
Fc1ccccc1CNc1nc(SCCN2CCOCC2)nc2c1cnn2CC(Cl)c1ccc(Br)cc1 (stereo unspecified),-3.5*,53,-3.3*,38,41,30,61,-6.4*,8.8*
N#Cc1c(/N=C\NNC(=O)c2ccc(Cl)cc2)oc(-c2ccccc2)c1-c1ccccc1,99,93,92,95,83,99,94,58,96
CCC(C)=NCCO,101,113,111,104,103,97,118,93,106
O=c1oc2ccc(-c3ccc(F)cc3F)cc2c(=O)n1-c1ccc(F)cc1,-3.5*,-13*,-19*,18,2.8*,0.6*,15,-3.9*,8.2*
CC(C)COC(=O)N1c2ccccc2C=CC1OCC(C)C (stereo unspecified),101,104,113,107,120,103,118,87,110
CCCCNC(=O)c1c(C)[nH]c(/C=C/C(=O)c2ccc(C(F)(F)F)c(F)c2)c1C,93,88,80,97,92,98,99,90,94
O=C1NC(C(=O)NCc2ccc(Cl)cc2Cl)CO1 (stereo unspecified),103,x,107,95,102,94,108,91,97
Clc1ccc(Nc2nnc(-c3ccc4c(c3)OCO4)o2)cc1,104,97,115,102,107,107,99,87,98
NNC(=O)Cc1csc2ccccc12,105,95,95,101,100,85,x,75,101
CC(C)C[C@@H](/C=C/S(=O)(=O)c1ccccc1)NC(=O)[C@H](Cc1ccccc1)NC(=O)c1cnccn1,103,97,107,100,108,101,110,83,93
Cc1ccccc1-n1c(C)nc2cc(NC(=O)c3ccc(Cl)cc3)ccc2c1=O,58,69,60,78,78,61,88,78,68
CN1[C@@H]2CC[C@H]1/C(=C\c1ccccc1)C(=O)/C2=C/c1ccccc1,43,37,33,17,38,37,14,55,45
CN(C)c1ccc(-c2cc(-c3c[nH]c4ccccc34)nc(N)c2C#N)cc1,37,43,27,26,52,37,49,45,18
Cc1ccccc1-n1c(C)nc2cc(N3C(=O)CSC3c3ccccc3Cl)ccc2c1=O (stereo unspecified),111,96,101,101,106,92,110,86,109
N#CCn1c(C(F)(F)F)nc2nc(Cl)c(Cl)nc21,101,105,101,105,110,114,114,89,108
COc1ccc(S(=O)(=O)NC2C(O)C3(C)c4ccccc4C2(C)c2ccccc23)c(OC)c1 (stereo unspecified),109,99,96,97,88,73,98,68,103
C=CC(Cl)CC1CCC2OC12 (stereo unspecified),99,102,109,112,105,102,112,93,112
C=CCn1c(SCC(=O)Nc2ccc(C(=O)/C=C/c3ccccc3)cc2)nnc1-c1c[nH]c2ccccc12,-7.4*,68,35,-52*,53,39,66,31,79
C/C(=N\O)[C@@H]1CC[C@]2(CO)CC[C@]3(C)[C@H](CC[C@@H]4[C@@]5(C)CCCNC(C)(C)[C@@H]5CC[C@]43C)[C@@H]12,93,85,92,61,85,61,95,69,92

# 10 entries from above, with bars between the fields.
compound | SF-539 | SN12C | SF-295 | U251 | SF-268 | PC-3 | DU-145 | UO-31 | 786-0
Nc1[nH]nc2c1-c1nc3ccccc3n1C1(CCCc3ccccc31)N2 (stereo unspecified) | 103 | 101 | 97 | 108 | 108 | 82 | 107 | 83 | 110
C[C@H](O)[C@@H]1N[C@H]2N(C1=O)c1ccccc1[C@@]21CC2C(=O)N[C@@H]1C1=Nc3ccccc3CN12 | 96 | 79 | 92 | 104 | 100 | 76 | 107 | 76 | 95
COc1ccc([N+](=O)[O-])c(C)c1 | 100 | 99 | 104 | 98 | 103 | 96 | 116 | 99 | 104
Fc1ccc(F)c(-c2cnc3nonc3n2)c1 | 109 | 96 | 112 | 109 | 108 | 83 | 103 | 82 | 95
COc1cc2oc(-c3cccc(C(=O)NCc4ccccc4)c3)cc(=O)c2c(O)c1OC | 67 | 74 | 86 | 60 | 60 | 75 | 92 | 65 | 56
Fc1ccccc1CNc1nc(SCCN2CCOCC2)nc2c1cnn2CC(Cl)c1ccc(Br)cc1 (stereo unspecified) | -3.5* | 53 | -3.3* | 38 | 41 | 30 | 61 | -6.4* | 8.8*
N#Cc1c(/N=C\NNC(=O)c2ccc(Cl)cc2)oc(-c2ccccc2)c1-c1ccccc1 | 99 | 93 | 92 | 95 | 83 | 99 | 94 | 58 | 96
CCC(C)=NCCO | 101 | 113 | 111 | 104 | 103 | 97 | 118 | 93 | 106
O=c1oc2ccc(-c3ccc(F)cc3F)cc2c(=O)n1-c1ccc(F)cc1 | -3.5* | -13* | -19* | 18 | 2.8* | 0.6* | 15 | -3.9* | 8.2*
CC(C)COC(=O)N1c2ccccc2C=CC1OCC(C)C (stereo unspecified) | 101 | 104 | 113 | 107 | 120 | 103 | 118 | 87 | 110

# Other compounds follow.
SMILES,SF-539,SN12C,SF-295,U251,SF-268,PC-3,DU-145,UO-31,786-0
Cc1ccc(Cl)cc1NS(=O)(=O)c1ccccc1,100&114,100&95,100&98,96&101,109&102,100&89,133&104,81&78,106&109
CC1(C)CC(=O)C2=C(C1)N(c1ccc(OC(F)(F)F)cc1)C(N)=C(C#N)C2c1ccc(Cl)c([N+](=O)[O-])c1 (stereo unspecified),89,93,84,100,88,52,98,71,94
CSc1nc(Cl)c2cc(-c3ccc(F)cc3)[nH]c2n1,102,105,93,101,103,82,107,73,101
C[Si](C)(C)CCS(=O)(=O)O[C@@H]1C(=O)N(c2cc3c4ccccc4ccc3c3ccccc23)[C@H]1c1ccc(F)cn1,107,99,102,94,100,82,103,86,103
CC(C)(C)c1cc(O)c(C(C)(C)C)cc1O,86,87,86,75,96,76,108,90,96
CCOC(=O)Nc1csnn1,106,104,114,100,102,x,108,136,103
Cc1ccn(C(N)=O)n1,99&103,96&96,92&100,93&99,104&100,86&97,107&106,88&93,101&94
Cc1cc(=O)c2cccc(C)c2[nH]1,94,x,99,104,98,96,107,92,93
COc1ccccc1NCCCCOc1cc(O)c2c(=O)cc(-c3ccccc3)oc2c1,99,x,97,90,98,115,104,82,93
CCN(CC)CCNc1ccc(Cl)cc1,94,90,110,104,103,86,108,79,102
COc1cc([N+](=O)[O-])c(N)cc1Br,91,93,97,103,111,96,112,98,101
CCOC(=O)C(C)(C)CCc1ccncc1,103,88,99,94,116,97,111,139,100
COc1cc2cc(Oc3ccc(NC(=O)c4cccc(C(F)(F)F)c4)cc3)c(C)nc2cc1OC,60,37,8.9*,19,63,9.5*,53,23,45
C/C(=N\NC(N)=S)c1nnn(-c2ccc(S(N)(=O)=O)cc2)c1C,100,102,100,102,98,102,105,90,x
C[C@@H]1O[C@@H](O[C@@H]2C[C@H](c3ccc4c(c3O)C(=O)C3=C(C4=O)[C@@]4(O)C(=O)C[C@](C)(O)C[C@@]4(O)C=C3)O[C@H](C)[C@H]2O)C[C@H](O)[C@@H]1O,101,94,108,97,91,90,104,79,101
O=c1[nH]c2ccccc2cc1-c1nnc(-c2ccccc2O)o1,105,x,103,98,97,86,106,71,101
CC(C)Cc1ccc(C(C)c2nnc(SCC(=O)N3N=C(c4ccc5ccccc5c4)CC3c3ccc(Cl)cc3)n2-c2ccccc2)cc1 (stereo unspecified),96,92,90,76,80,52,89,60,79
COc1cc(-c2nc(-c3nc4ncccc4[nH]3)cc3c2[nH]c2ccccc23)cc(OC)c1OC,91,93,85,90,95,71,105,60,105
COc1cccc(Cn2cc(C(=O)Nc3cccnc3Nc3ccc(O)cc3)nn2)c1,95,100,104,96,87,89,100,87,110
OCCN1CCCC1,102,92,93,99,103,112,108,98,97
CC1NC(C(=O)O)Cc2c1[nH]c1ccccc21 (stereo unspecified),97,115,99,124,111,111,118,97,107
COc1ccc(C2C=C(c3ccc(N)cc3)N=C3SC=CN32)cc1OC (stereo unspecified),100,105,x,98,104,91,107,82,104
COc1cc(/C=C/c2cc(/C=C/c3ccc(O)c(OC)c3)n(-c3ccc(F)c(Cl)c3)c(=O)n2)ccc1O,97,76,104,72,84,83,85,72,95
CCCN(c1ccc(OC)cc1)c1nc(-c2ccc([N+](=O)[O-])cc2)cs1,107,99,103,99,106,85,100,71,91
O=C(NCc1cc(C(F)(F)F)ccc1Cl)C1CCC(=O)N1c1cccs1 (stereo unspecified),93,x,99,88,102,83,107,81,93
C=C(CNCCO)[C@@H]1CC[C@]2(CO)CC[C@]3(C)[C@H](CC[C@@H]4[C@@]5(C)CCC(N)C(C)(C)[C@@H]5CC[C@]43C)[C@@H]12 (stereo partly specified),-6.7*,72,46,-79*,33,62,53,82,11
O=C(c1ccc([N+](=O)[O-])cc1)N(CCO)CCO,101,104,73,98,107,100,114,86,95
CCCCN1C(=O)/C(=c2\sc3n(c2=O)NC2C(N=3)N(CC)C(=O)N2CC)c2cc(Cl)ccc21 (stereo unspecified),99,97,100,109,103,105,107,73,100
CCCCCOC(=O)Nc1nc(=O)n([C@@H]2O[C@H](C)[C@@H](OC(=O)CCC(=O)O[C@H]3CC[C@@]4(C)C(=CC[C@H]5[C@@H]6CC[C@H]([C@H](C)CCCC(C)C)[C@@]6(C)CC[C@@H]54)C3)[C@H]2O)cc1F,114,96,97,89,94,84,107,87,95
C=C(C)C1CC[C@]2(C(=O)NCCCCCCCCN)CC[C@]3(C)C(=CC[C@@H]4[C@@]5(C)C[C@@H](CC#CC#CC[C@@H]6C[C@]7(C)[C@H]8CC=C9[C@H]%10[C@H](C(=C)C)CC[C@]%10(C(=O)NCCCCCCCCN)CC[C@@]9(C)[C@]8(C)CC[C@H]7C(C)(C)[C@H]6OC(C)=O)[C@H](OC(C)=O)C(C)(C)[C@@H]5CC[C@]43C)[C@@H]12 (stereo partly specified),98,104,x,103,111,94,113,75,103
Nc1ccc(-c2ccc(-c3ccccc3N)c3[nH]c4ccccc4c23)cc1,28,33,22,35,39,25,10,22,46
CC(C)(O)C1c2ccccc2-c2ccccc21,101,112,95,107,97,105,108,96,96
COc1ccccc1-c1ccc2cnc3sc(-c4ccccc4)nc3c2n1,87,77,94,79,85,60,83,69,88
CNC(=O)c1ccccc1Oc1nc(Nc2cc(OC)c(OC)c(OC)c2)ncc1Br,71,76,53,58,59,61,58,33,49
C/C=C/C(=O)NN,103,92,100,x,104,98,112,95,106
CCC1(c2ccccc2)C(=O)NCNC1=O,x,98,107,104,115,100,107,x,104
CC(=O)c1c([Si](C)(C)C)c2cc(C#N)ccn2c1C(=O)c1ccc(Br)cc1,95,97,91,93,79,76,100,77,77
C1CCCc2c(-c3noc4c3CCCCCC4)noc2CC1,105,95,104,97,105,100,118,92,100
CNC(c1ccccc1)C(C)(C)O (stereo unspecified),105,104,99,92,101,85,111,98,100
COc1ccc(/C(C)=N\NC(=O)c2cc3ccccc3oc2=N)cc1,106,110,89,108,108,105,106,92,93
CC(=O)C(=O)c1ccc([N+](=O)[O-])cc1,102,96,106,90,108,96,114,96,111
N#CCC(=O)Nc1ncc(Cc2ccc(Cl)cc2)s1,91,88,94,87,83,91,74,59,90
CN(Cc1ccccc1)c1nc(Cl)c(/C=C/C(=O)c2ccc(F)cc2)s1,103,96,100,90,89,98,111,79,93
C/C(=C(/C)C1CC1CCNS(=O)(=O)c1ccc(C)cc1)c1ccc(-c2ccccc2)cc1 (stereo unspecified),99,90,98,94,84,85,89,73,94
O=C(NC(=S)Nc1ccc(Cl)cc1)c1ccccc1,103,98,85,96,114,105,103,83,91
CN(C)CCCOC1(Cc2ccc(F)cc2)CCCCCC1,121,100,102,98,108,109,115,88,94
CN1C(=O)N(C)C2Nn3c(s/c(=C4\C(=O)N(CCc5ccccc5)c5ccccc54)c3=O)=NC21 (stereo unspecified),48,74,72,78,61,44,63,63,62
CCCCCC(=O)OCCC1CCCCC1,98,97,108,96,93,99,98,92,106
Cn1c(O)c(N=NC(=O)Cc2c[nH]c3ccccc23)c2ccccc21,94,95,93,95,104,95,116,57,106
COc1c(C(=O)/C=C/c2ccc(Cl)cc2)c(O)cc2occc12,108,77,x,64,76,58,52,48,93
COc1cc(/C=C2\Oc3cc(OCCN4CCCCC4)ccc3C2=O)cc(OC)c1OC,97,95,105,103,93,95,103,70,87
CCS/C(Cl)=C(\Cl)SCC,106,116,x,101,96,102,106,85,96
COC(=O)[C@H](CCCCNC(=O)OCc1ccccc1)NC(=O)[C@@H](NC(=O)Nc1cc(C(F)(F)F)cc(C(F)(F)F)c1)C(C)C,x,-88*[100 µM],-65*[100 µM],-88*[100 µM],-85*[100 µM],-84*[100 µM],-82*[100 µM],-89*[100 µM],-92*[100 µM]
CCOc1ccccc1NC(=O)c1cc(-c2ccc(OC)c(OC)c2)n(-c2ccc(S(C)(=O)=O)cc2)n1,80,75,81,90,87,91,90,58,83
Cc1cc(=NO)cc(C)n1O,104,100,94,113,99,102,101,101,107
O=C(C[n+]1cccc(Br)c1)c1ccccc1,93,92,100,100,101,94,112,89,99
CCOC(=O)C1=C(O)c2ccccc2C1=O,95,91,96,97,99,94,108,73,104
COc1cc(Cn2cc3c(c2)-c2onc(CO)c2CC3)cc(OC)c1OC,97,94,92,98,96,89,103,68,91
COc1cc(Cn2cc3c(c2)-c2onc(CO)c2CC3)cc(OC)c1,102,98,101,96,98,101,105,75,100
COc1cc(/C=C/C(=O)NCCn2c(C(F)(F)F)cc3ccccc32)cc(OC)c1OC,87&100,84&93,83&88,85&90,94&92,75&72,93&100,64&69,98&101
COc1ccccc1NC(=S)N/C=C(\C#N)c1nc2ccccc2s1,104,107,108,104,100,89,105,72,111
Nc1ccc(C(=O)Oc2ccc([N+](=O)[O-])cc2)c(O)c1,90,95,98,103,100,x,107,96,98
CC(=O)N[C@@H](CC(=O)O)C(=O)N[C@@H](CCC(=O)O)C(=O)O,115,100,98,104,108,98,120,78,94
